# Assay outcomes (PubChem BioAssay)
# TRPML3 agonist: human TRPML3 channel agonists, primary screen, cell-based, HEK293 TRPML3-YFP, Fluo-8 calcium fluorescence, 3 µM; actives 0.29% (n = 220,000); activation, % at 3 µM; Mucolipin-3 (Homo sapiens), Q8TDD5; AID 1448, 2008; 100% = the carbachol control signal;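 active = activation above its plate's cutoff, the mean activation of the plate's test wells plus 3 SD, cut at about 12% in these data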;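 note: 0% = DMSO only wells and 100% = carbachol wells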
#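 system = HEK293 cells stably carrying human TRPML3-YFP | doses = one concentration, 3 µM nominal, 0.3% DMSO | timing = dye loading 1 h 37 °C then 30 min ambient, 125 s read | detection = Fluo-8 calcium dye fluorescence, ex 470-495, em 515-575 nm | benchmarks = high control carbachol 87 µM, low control DMSO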
# EP2 antag: human EP2 receptor antagonists, primary screen, TR-FRET cAMP, C6 glioma cells | Prostaglandin E2 receptor EP2 subtype (Homo sapiens), P43116 | C6 glioma cells expressing human EP2; cells stimulated with saturating PGE2 | inhibition, % at 25 µM | actives 0.52% (n = 260,000);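 active = percent inhibition above 40 after rounding to a whole number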;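 note: rat C6 glioma host cells with rolipram phosphodiesterase inhibitor present; the protocol text gives 20 µM as final concentration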
# Target sequence (P43116 whole entry, looked up): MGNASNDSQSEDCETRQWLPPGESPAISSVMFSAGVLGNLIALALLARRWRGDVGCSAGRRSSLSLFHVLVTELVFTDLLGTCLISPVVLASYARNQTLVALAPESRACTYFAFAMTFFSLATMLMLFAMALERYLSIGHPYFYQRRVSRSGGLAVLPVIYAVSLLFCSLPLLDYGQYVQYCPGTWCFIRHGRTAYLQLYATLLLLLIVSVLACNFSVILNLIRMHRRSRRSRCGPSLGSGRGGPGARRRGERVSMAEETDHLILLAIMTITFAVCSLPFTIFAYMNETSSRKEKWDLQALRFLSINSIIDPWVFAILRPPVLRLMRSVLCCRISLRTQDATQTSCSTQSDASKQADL
# PPC-1+TRAIL kill: compounds killing PPC-1 cancer cells with TRAIL present, primary screen, TRAIL potentiator project, ATPLite luminescence, uHTS | PPC-1 cells + TRAIL, ATPLite viability luminescence | cell killing (% activity), % at 4 µM | actives 0.41% (n = 220,000);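 active = cell killing above 50% in the first pass at 4 µM, then a duplicate retest at 5 µM averaging 50% or more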;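 note: plate controls were cells with TRAIL plus DMSO for no effect and medium-only wells lacking cells for full effect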
# EP2 modulator: EP2 receptor modulators, cAMP readout, primary screen, cell-based, HTRF cAMP, PGE2 stimulation. Prostaglandin E2 receptor EP2 subtype (Homo sapiens), P43116. EP2-expressing cells, cAMP HTRF FRET, PGE2 co-stimulation. induction, % at 25 µM. actives 0.83% (n = 260,000);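 active = compounds whose cAMP rise, as percent of the full-agonist control response, exceeds 60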;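 note: rat C6 glioma line stably carrying human EP2 under a CMV promoter; the protocol text gives 20 µM as final concentration; 100% = response of wells given 1 µM PGE2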
# CHOP inhibitor: inhibitors of CHOP promoter induction, primary screen, cell-based, unfolded protein response, luciferase reporter | CHO-K1 CHOP-promoter luciferase, tunicamycin-induced, 15-18 h | actives 3.8% (n = 220,000) | inhibition, % at 10 µM;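 active = compounds that reduced the stress-induced luciferase reporter signal by more than about 70% of percent inhibition, limit read from the data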;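 note: 0% = tunicamycin plus vehicle and 100% = wells without tunicamycin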
# zfTRPN1 agonist: zebrafish TRPN1 channel agonists, primary screen, cell-based, HEK293, calcium fluorescence; transient receptor potential cation channel N1 (TRPN1/NompC), Danio rerio; HEK293 zebrafish TRPN1-YFP, Fluo-8 calcium fluorescence; 100% = response to 87 µM carbachol; activation, % at 3 µM; actives 0.18% (n = 220,000);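 active = activation above its plate's cutoff, the mean activation of test wells on that plate plus 3 SD, cut at about 19% in these data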;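 note: 0% = DMSO alone and 100% = 87 µM carbachol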
#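 Material: zebrafish TRPN1-YFP in HEK293 cells. Doses: one dose of 3 µM, 0.3% DMSO. Incubation: dye 1 h 37 °C plus 30 min RT. Measured by: intracellular calcium fluorescence with Fluo-8.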
# NPY Y1 blocker: NPY-Y1 receptor antagonists, primary screen, cell-based; Neuropeptide Y receptor type 1 (Homo sapiens), P25929; HEK293-CNG Y1 cells, membrane potential fluorescence; NPY at EC95, then isoproterenol; inhibition, % at 3.6 µM; actives 1% (n = 200,000);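 active = inhibition above the campaign mean inhibition of all tested compounds plus 3 SD, cut at about 20% in these data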;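 note: 0% = DMSO wells given NPY plus isoproterenol and 100% = isoproterenol alone without NPY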
# Target sequence (P25929 whole entry, looked up): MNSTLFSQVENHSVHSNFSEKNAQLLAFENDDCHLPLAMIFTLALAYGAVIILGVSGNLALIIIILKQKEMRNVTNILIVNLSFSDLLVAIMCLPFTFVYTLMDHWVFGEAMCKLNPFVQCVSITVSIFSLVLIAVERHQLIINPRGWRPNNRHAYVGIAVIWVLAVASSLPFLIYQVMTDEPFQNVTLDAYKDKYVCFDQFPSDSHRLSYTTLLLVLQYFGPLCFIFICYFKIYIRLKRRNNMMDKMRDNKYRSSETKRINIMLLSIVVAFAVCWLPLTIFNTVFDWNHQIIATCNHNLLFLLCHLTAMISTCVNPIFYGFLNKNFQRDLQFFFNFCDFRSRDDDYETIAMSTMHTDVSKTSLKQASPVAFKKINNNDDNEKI
#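 Test system – HEK293 Y1/CNG channel cell line · Also added – NPY agonist 25 nM, then isoproterenol 1 µM plus Ro 20-1724 25 µM · Compound dosing – one concentration, 3.6 µM, in 0.4% DMSO · Schedule – compound incubation 1 h at room temperature, readout 45 min post-stimulation · Technique – fluorescence, membrane potential probe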
# 14-3-3 Bad inh: inhibitors of 14-3-3 zeta/Bad binding, primary screen, biochemical, TR-FRET, bovine 14-3-3 zeta; 14-3-3 protein zeta/delta (Bos taurus), P63103; TR-FRET 14-3-3zeta/Dy647-pBad peptide displacement, 1 h; inhibition, % at 21.7 µM; actives 0.71% (n = 220,000);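 active = inhibition above about 70%, limit read from the data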;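 note: 0% = full 14-3-3 plus peptide FRET controls and 100% = background without 14-3-3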
# Target sequence (P63103 whole entry, looked up): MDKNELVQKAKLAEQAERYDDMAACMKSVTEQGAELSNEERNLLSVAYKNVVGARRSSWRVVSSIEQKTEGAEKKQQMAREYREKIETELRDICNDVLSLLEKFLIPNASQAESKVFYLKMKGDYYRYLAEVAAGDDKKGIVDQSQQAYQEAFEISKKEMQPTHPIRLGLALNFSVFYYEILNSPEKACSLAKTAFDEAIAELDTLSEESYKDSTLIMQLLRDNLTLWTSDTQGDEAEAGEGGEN
# NPY1 pot ag: NPY-Y1 receptor potentiators or agonists, primary screen, cell-based | actives 0.37% (n = 220,000) | NPY-Y1 expressing cells, potentiator/agonist activation | Neuropeptide Y receptor type 1 (Homo sapiens), P25929 | activation, % at 3.6 µM; in the data active = activation above about 33%, passing the limit was not always enough;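 note: cells stimulated with NPY at EC10 then isoproterenol at EC100; 0% = low agonist plus stimulus and 100% = saturating agonist plus stimulus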
# The depositor's hits bear a star; . = no result given; & = joins results of further samples; [ ] = another dose, or the depositor's remark.
SMILES,TRPML3 agonist,EP2 antag,PPC-1+TRAIL kill,EP2 modulator,CHOP inhibitor,zfTRPN1 agonist,NPY Y1 blocker,14-3-3 Bad inh,NPY1 pot ag
OCCC1CN(Cc2cc(F)ccc2-n2cccn2)CCN1Cc1ccc(F)cc1 (centres undefined),0.4,11,3,0,-5,0.5,.,-7,3
Cc1cc(C)n2cc(COc3ccc4ccccc4c3)nc2n1,-0.5,16,43,-28,2,-0.2,7,4,-9
CC(Sc1ccccc1)C(=O)NN=C1CCN(C)CC1 (centres undefined),0.5,5,5,19,-21,0.9,3,7,-3
N#C/C(=C\c1ccc(OC(F)F)cc1)C(=O)N1CCCCC1,1.5,8,27,-19,-7,3.4,.,0,3
O=C(/C=C/c1ccc(F)cc1)N1CC[C@@]2(O)CCCC[C@H]2C1,0.8,4,18,-4,6,4.7,.,1,14
c1ccc(-c2nc3ccccc3c3nncn23)cc1,0.0,.,11,-11,2,1.9,3,10[fluorescence artefact?],26
COc1cc(/C=C2\C(=O)NN(c3ccccc3)C2=O)ccc1OCC(N)=O,0.6,4,-8,5,-7,-0.3,-2,-7,13
CCN1CCN(c2nc3sc4c(c3c3ncnn23)CC(C)CC4)CC1 (centres undefined),0.0,12,19,-23,-17,-0.3,14,-7[fluorescence artefact?],-68
CC(=O)Nc1ccc(C(=O)N/N=C/c2ccc(F)cc2)cc1,0.7,0,3,-9,1,1.4,4,-17,-5
CCCNC(=O)c1ccc2c(=O)c(O)c(C)[nH]c2c1,.,20,32,17,7,.,.,-3,.
C[C@](N)(Cc1ccc(O)c(O)c1)C(=O)O,1.0,11&10&9,28,15&2&24,5&3,0.1,5,0,17
COCC(=O)OCn1nnc2ccccc2c1=O,1.2,10,-20,21,10,0.6,2,6,2
COc1ccc(N/C=C(\C2OC(=O)c3ccccc32)[N+](=O)[O-])cc1 (centres undefined),0.7,1,8,-25,0,1.1,7,-1,11
Cc1cc(C(=O)OCC(=O)NC(=O)NC(C)(C)C)c(C)o1,-1.3,12,4,18,20,-0.5,1,1,17
COc1cc(/C=N/NC(=O)CC2(C)OCCCO2)ccc1OCc1ccc(Cl)cc1Cl,-1.1,8,-7,-55,43,-1.5,4,-3,-13
Cc1cccc(OCC(=O)Nc2nnc(-c3ccco3)s2)c1,-0.2,35,11,-13,35,-3.4,1,10,-11
Cc1cc(C(=O)OCC(=O)Nc2ccccc2F)c(C)o1,-0.1,8,13,20,8,-1.2,1,0,1
O=c1c2ccccc2nc(COc2ccccc2)n1/N=C/c1c[nH]c2ccccc12,0.9,14,23,3,53,2.7,-1,8,-7
CCOc1cccc(C2C(C#N)=C(N)Oc3cc(C)n(Cc4ccccn4)c(=O)c32)c1OCC (centres undefined),0.9,12,-19,-7,5,1.3,0,0,16
CCOc1ccc2nc(SCC(=O)NCc3ccco3)sc2c1,-1.1,5,4,14,26,-2.7,8,10,-4
CC(C)(C)NC(=O)CSC(=Nc1cccc(F)c1)NC#N,0.7,22,11,-27,17,1.6,-2,-7,6
COc1ccc(OCC(=O)OCCN2C(=O)c3ccccc3C2=O)cc1,0.2,6,-7,0,-12,0.3,7,-6,-6
CCN1CCN(C(=O)c2ccc(C(F)(F)F)cc2)CC1,0.8,5,0,15,12,-0.4,4,-3,3
CCC(C)(C)n1nnnc1C(CC(C)C)N1CCC(C(N)=O)CC1 (centres undefined),0.5,15,12,-6,-5,-0.5,1,6,5
CON(C)S(=O)(=O)c1ccc2c(c1)N(Cc1ccc(C)cc1)C(=O)C1CCCN21 (centres undefined),0.5,5,-9,8,6,4.0,0,-7,-11
Cc1noc(C)c1S(=O)(=O)Nc1ccc(C(=O)N2CCN(c3ccc(F)cc3)CC2)cc1,0.5,0,17,-2,1,0.0,-3,-6,-8
COC(=O)C1=C(C)N(CCc2c[nH]c3ccccc23)C(=O)/C1=C\N(C)C,1.6,12,-1,-34,0,2.9,6,-18,-4
Cc1cc(C)cc(OCCNC(=O)C(C)N2C(=O)c3ccccc3C2=O)c1 (centres undefined),0.6,8,.,-69,15,-0.7,9,-12,-4
CCCCN(CCCC)C(=O)CSc1nnc2n(C)c(=O)c3c4c(sc3n12)CCCC4,0.2,11,16,-5,57,1.1,5,22,-15
O=C1c2ccccc2C(=O)c2c1ccc(C(=O)N1CCCCC1)c2NCCO,0.2,9,3,28,41,-0.3,2,-31[fluorescence artefact?],21
O=C(O)C1CSC(c2ccncc2)N1 (centres undefined),1.5,9,5,8,-5,1.4,-4,23,-2
CCN(CC)S(=O)(=O)N1CCC(C(=O)NCc2ccco2)CC1,1.2,5,23,8,16,1.2,-1,-4,-6
CCOC(=O)c1cnc(SCc2cccc(C)c2)nc1N,-0.8,3,5,27,59,-3.0,10,-15,-8
COc1ccc(-c2ccc(SCC(=O)c3ccccc3)nn2)cc1OC,0.5,5,4,-28,30,0.9,6,1,3
COc1ccc(-c2cc(C(F)(F)F)nc(N3CCN(C)CC3)n2)cc1OC,0.4,13,-14,33,34,-1.1,9,-11,-28
N=c1n(CCN2CCCCC2)c2ccccc2n1CC(O)c1cccc(Br)c1 (centres undefined),0.1,18,11,-5,15,0.0,41*,-1[fluorescence artefact?],-39
Cc1noc(C)c1C(=O)NCc1ccccc1Br,0.3,6,0,24,-3,0.1,2,-5,-5
COc1ccc(-c2[nH]ncc2CN2CCCC2c2nonc2C)c(F)c1 (centres undefined),0.3,8,12,-11,-11,1.4,4,0,-13
Cc1nn(C)c(C)c1S(=O)(=O)N(CC(=O)NCc1ccco1)c1ccc(C(C)C)cc1,-0.5,14,-3,-9,0,-1.8,0,0,6
O=C(Nc1cccc([N+](=O)[O-])c1)c1ccncc1,0.1,5,23,12,9,-0.1,-3,6,2
CCCCCOc1ccccc1C(=O)NCC(=O)O,0.1,9,20,11,-7,0.4,-1,3,-10
CC(=O)NC(CCS(C)(=O)=O)C(=O)Nc1ccc(Oc2ccccc2)cc1 (centres undefined),0.3,5,-12,15,0,0.6,6,12,-1
COc1ccccc1CNC(=O)C1CC(c2ccccc2C(F)(F)F)=NO1 (centres undefined),.,9,10,-12,18,.,.,-2,.
C=CCc1ccc(OCCOCCOc2cccc3ccc(C)nc23)c(OC)c1,0.4,13,-13,-43,37,0.2,-2,74*,-16
COc1ccc(OCCN(C)Cc2ccccc2)cc1,0.0,9,0,7,-14,-0.3,-4,-4[fluorescence artefact?],5
O=C(Nc1cscc1S(=O)(=O)c1ccc(Cl)cc1)c1ccccc1Cl,-1.2,7,8,32,-12,0.5,.,-4,2
CC(C)CNC(=O)c1cccc(Cn2cc(Cl)cn2)c1,-0.2,13,-8,-48,6,-0.1,0,14,6
CCC(C)c1ccccc1NC(=O)COC(=O)c1ccc2c(c1)S(=O)(=O)c1ccccc1C2=O (centres undefined),1.2,13,18,28,10,-0.8,-1,8,5
O=C(O)CCN1C(=O)c2ccncc2C1=O,0.8,13,21,5,-8,1.3,0,12,2
O=C(COC(=O)c1nc(Cl)ccc1Cl)Nc1ccc2c(c1)OCO2,0.1,5,18,-16,7,-1.2,-1,-10,17

# (continued)
SMILES,TRPML3 agonist,EP2 antag,PPC-1+TRAIL kill,EP2 modulator,CHOP inhibitor,zfTRPN1 agonist,NPY Y1 blocker,14-3-3 Bad inh,NPY1 pot ag
COc1ccc(NC(=O)C2C(=O)N(CCO)C3(C)CC2c2ccccc2O3)cc1 (centres undefined),0.5,17,0,8,-21,0.7,0,3,-8
CCOc1cc(/C=N/Nc2nc3ccccc3[nH]2)cc(Br)c1OCC(=O)N(C)C,0.8,23,12,-78,43,0.0,0,-15,-7
Cc1c(C(C)(C)C)c(C=S)n2ccccc12,1.1,18,17,39,20,-1.1,6,-16[fluorescence artefact?],-3
CC(=O)NS(=O)(=O)c1ccc(NC(=O)CCc2ccccc2)cc1,0.5,4,7,5,-4,2.3,1,8,0
CN1c2ccccc2C(C)(C)C12C=Cc1cc(O)ccc1O2 (centres undefined),4.8,15,21,35,.,5.2,7,-8,13
Cc1ccc(NS(=O)(=O)c2ccc(NC(=O)[C@@H]3CCCC[C@@H]3C(=O)O)cc2)c(C)c1,0.5,8,4,3,33,2.5,1,-6,10
COc1ccc(S(=O)(=O)c2c(C)c(NS(=O)(=O)c3ccccc3)cc(C)c2O)cc1,-1.4,6,13,13,14,-1.1,4,-4,5
COC(=O)c1ccccc1NC(=O)c1cc2n(n1)C(C(F)F)CC(C(F)F)N2 (centres undefined),0.2,10,-5,14,61,-0.2,-1,-2,-27
CCOC(=O)CSc1nc(C2CC2)nc2ccccc12,-0.1,16&8,10,37&7,58,-1.3,6,3,-39
Cc1[nH]c2ccccc2c1C(=O)CN1CCN(C2CCCCC2)CC1,0.5,15,15,3,10,-0.3,2,-4[fluorescence artefact?],-12
Cc1nn(C(C)C)c(C)c1CN1CCN(Cc2ccsc2)C(CCO)C1 (centres undefined),0.2,4,7,-21,-1,0.7,-1,-12,-7
CC(C)NC(=O)c1cc2ccccc2o1,0.1,5,35,0,-1,0.1,-4,-5,7
Cc1ccc(-c2nn(-c3ccccc3)cc2C(=O)N2CCN(c3ccccn3)CC2)cc1,0.6,5,-10,25,-7,-0.9,0,-4,16
CS(=O)(=O)N(CC(=O)N1CCN(c2ccccc2)CC1)c1ccc(Cl)c(C(F)(F)F)c1,1.1,5,16,-3,76*,-0.5,9,5,-3

# Structures above shown as hits in CHOP inhibitor.
compound | TRPML3 agonist | EP2 modulator | CHOP inhibitor | NPY Y1 blocker | 14-3-3 Bad inh | NPY1 pot ag
CS(=O)(=O)N(CC(=O)N1CCN(c2ccccc2)CC1)c1ccc(Cl)c(C(F)(F)F)c1 | 1.1 | -3 | 76* | 9 | 5 | -3

# A portion of the library, so the mix of outcomes need not match the whole.
